Bioassay records deposited in PubChem BioAssay by National Center for Advancing Translational Sciences (NCATS).
Coupling enz: inhibits coupling enzyme system, counter-screen for aldolase hits; coupling enzyme system counterscreen, AmpLite Red fluorescence; activity change, negative = inhibition, % at 58.2 µM, hits read low; 0.67% of 290,000 active; in the data active = activity change below about -30%
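Activity here indicates interference with the coupling reaction, not aldolase inhibition. Compounds at 57.5 uM final met coupling enzymes for 10 min at RT; substrate and AmpLite Red detection followed, with a 525/598 nm fluorescence read after 20 min.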
uPA surface inh: inhibitors of cell surface uPA generation; AID 540303; Potency, µM (series often up to 38.3 µM), for inactives: at the highest dose activity change, negative = inhibition, actives largely listed as inhibitors; 0.31% of 330,000 active; cell surface uPA generation assay, qHTS; active = well fitted inhibition curve with a large enough effect; inconclusive = small, poorly fitted or top-dose-only effect; inactive = no such curve, though single readings can be large or run the other way; tested in mouse RAW 264.7 cells; note: potency is the fitted concentration of half-maximal effect; nearly all actives have a fitted effect of over 55% in size
B2AR arrestin: beta2AR (human) beta-arrestin recruitment activity; AID 492947; 0.02% of 330,000 active; Potency, µM (titrated, usually from 46.1 µM), inactives show at the top dose activation, usual class: activators; beta-arrestin recruitment to beta2AR, cell-based reporter; P07550;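 note: potency is the fitted concentration of half-maximal effect; 0% = DMSO controls and full agonism = EC100 isoproterenol or metaproterenol; nearly all actives have a fitted effect of over 65% in size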
Target sequence (P07550 whole entry, looked up): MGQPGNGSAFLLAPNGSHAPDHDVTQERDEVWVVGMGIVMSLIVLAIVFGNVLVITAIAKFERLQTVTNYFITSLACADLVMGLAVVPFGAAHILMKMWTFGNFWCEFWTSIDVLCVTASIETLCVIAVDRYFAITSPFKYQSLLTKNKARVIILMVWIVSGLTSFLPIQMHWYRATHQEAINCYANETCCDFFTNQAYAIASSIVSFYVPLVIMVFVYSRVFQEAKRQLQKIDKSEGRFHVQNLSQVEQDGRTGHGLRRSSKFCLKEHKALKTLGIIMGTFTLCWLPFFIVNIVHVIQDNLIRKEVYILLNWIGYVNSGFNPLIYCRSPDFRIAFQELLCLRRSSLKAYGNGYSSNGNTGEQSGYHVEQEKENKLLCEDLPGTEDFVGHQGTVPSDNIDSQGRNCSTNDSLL
PKM2 activator: activators of human pyruvate kinase M2 | Potency, µM (top dose mostly 57.5 µM), for inactives: at the highest dose activation, actives largely listed as activators | 0.34% of 260,000 active | P14618 | purified PKM2, Kinase-Glo ATP luminescence, activation; response scale: 0% is enzyme alone, no compound; note: potency is the fitted concentration of half-maximal effect; nearly all actives have a fitted effect of over 55% in size
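Kinase-Glo luminescence reports ATP generated from ADP (0.1 mM) and PEP (0.5 mM) by purified hPK-M2 after 1 h at room temperature, pH 7.2 imidazole buffer; intermediate enzyme activity allows detecting inhibitors and activators.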
hERG WT inh: inhibitors of human wildtype KCNH2 potassium channel. U2OS, BacMam KCNH2, thallium flux FluxOr; active compounds read low. activity change, % at 1.84 µM. 0.37% of 340,000 active. Q12809;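 active = maximum activity change below -70%; inconclusive = maximum activity change between -70% and -50%; inactive = maximum activity change above -50%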
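U2OS cells were transduced with wild-type KCNH2 virus (2.03 x 10^8 / mL) for 4 h at room temperature, then cultured overnight at 37 C. Thallium flux was read with FluxOr dye. Rate constants were normalized to DMSO controls.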
GALK inh: galactokinase (human) inhibition. Purified GALK, Kinase-Glo residual ATP luminescence. Potency, µM (highest dose often 57.5 µM), inactives show at the top dose activity change, negative = inhibition, most hits filed as inhibitors. 0.007% of 270,000 active. AID 1868; note: potency is the fitted concentration of half-maximal effect
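Human GALK (5 nM) with 35 uM ATP and 100 uM galactose in 20 mM HEPES pH 8.0, 5 mM MgCl2, 60 mM NaCl, 1 mM DTT, 0.01% BSA. After 1 h at room temperature, leftover ATP was read by Kinase-Glo Plus luminescence.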
Eya2 phos inh: blocks the phosphatase activity of human Eya2 | O00167 | Potency, µM (highest dose often 76.9 µM), without a hit: at the highest dose activity, negative = inhibition, actives largely listed as inhibitors | recombinant Eya2, OMFP fluorescence dephosphorylation (OMFP is methylfluorescein phosphate) | 0.006% of 330,000 active; note: potency is the fitted concentration of half-maximal effect
Target sequence (O00167 whole entry, looked up): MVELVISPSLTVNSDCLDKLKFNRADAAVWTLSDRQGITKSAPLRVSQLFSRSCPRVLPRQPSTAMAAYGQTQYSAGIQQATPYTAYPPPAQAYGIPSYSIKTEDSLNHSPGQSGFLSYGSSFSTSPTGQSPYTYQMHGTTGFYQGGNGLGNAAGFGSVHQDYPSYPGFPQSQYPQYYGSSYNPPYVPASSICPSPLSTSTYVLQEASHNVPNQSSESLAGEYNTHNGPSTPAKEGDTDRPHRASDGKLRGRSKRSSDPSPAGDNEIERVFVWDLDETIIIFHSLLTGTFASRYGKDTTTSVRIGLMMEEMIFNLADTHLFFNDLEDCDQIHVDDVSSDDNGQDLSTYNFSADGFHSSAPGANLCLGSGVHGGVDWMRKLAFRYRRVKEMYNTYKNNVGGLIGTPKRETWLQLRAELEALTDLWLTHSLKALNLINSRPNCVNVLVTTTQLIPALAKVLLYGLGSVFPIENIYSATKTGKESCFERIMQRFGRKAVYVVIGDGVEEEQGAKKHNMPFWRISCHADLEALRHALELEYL
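Eya2 (0.2 uM) preincubated 10 min at ambient with compound, then OMFP substrate added at 50 uM; 10 min reaction in 50 mM HEPES pH 7.5, 50 mM NaCl, 5 uM MgCl2, 0.05% BSA, 1 mM DTT. Fluorescence read at Ex 485/Em 525 nm.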
USP2a block: inhibitors of human ubiquitin-specific protease USP2a; O75604; USP2 core, Ub-CHOP2 coupled fluorogenic reporter, 485/531; Potency, µM (highest dose often 38.3 µM), without a hit: at the top dose activity change, negative = inhibition, most hits filed as inhibitors; 0.01% of 330,000 active; AID 463254;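 note: potency is the fitted concentration of half-maximal effect; plate controls were DMSO wells for no effect and full inhibition by NEM control for full effect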
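Cell-free coupled assay: 10nM USP2 core preincubated 30min RT with compound in Tris-HCl pH 8.0/CaCl2/CHAPS buffer, then 25nM Ub-CHOP2 and 25nM reporter substrate; fluorescence (Ex 485/Em 531) read after 60min RT, normalized to NEM inhibition, concentration-response curves fitted.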
Giardia killer: Giardia lamblia killing; AID 540267; Giardia lamblia trophozoite viability; 0.15% of 340,000 active; activity change, % at 7.66 µM, hits read low; in the data active = activity change below about -80%; inconclusive = between about -30% and that limit;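 note: parasites exposed to compound for two days anaerobically before the ATP read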
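Anaerobic 48 hrs incubation at 37 deg C of 100 trophozoites/well with test compounds; ATPLite 1-Step luminescence, 15-30 min RT, reports cellular ATP as viability.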
KCNH2 3.1 block: inhibitors of human KCNH2 3.1 potassium channel isoform; activity change, % (tested at about 1.8 µM); 0.95% of 340,000 active; U2OS KCNH2 3.1, thallium flux FluxOr; active compounds read low; AID 720553;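 active = maximum activity change below -70%; inconclusive = maximum activity change from -70% to -50%; inactive = maximum activity change above -50%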;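 note: thallium influx rate constant from kinetic fluorescence after stimulation buffer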
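Channel expression came from 3.1 mutant virus (1.77 x 10^8 /mL) applied to suspended U2OS cells for 4 h. Flux was tracked with FluxOr dye plus Red40 quencher, and kinetic rate constants normalized to controls.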
Chronic BCR inh: blocks chronic active B-cell receptor signaling; Potency, µM (highest dose often 46.1 µM), for the others: at the highest dose ratio change, negative = lower green/red ratio, most hits filed as inhibitors; ABC-DLBCL IkBa-CBG/CBR reporter, luminescence ratio, 4 h; 0.05% of 340,000 active; AID 493014; active = well fitted inhibition curve with a large enough effect in the signal ratio, with a control signal flat, not every such curve was filed as active; inconclusive = small, poorly fitted or top-dose-only effect, or effect the other way, or a change in a side signal; the % refers to the signal ratio;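 note: potency is the fitted concentration of half-maximal effect; plate controls were basal doxycycline-induced cells for no effect and cells given 10 µM MG132 for full effect; MG132 reads +100%, hits lower the ratio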
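TMD8 human ABC-DLBCL cells with doxycycline-inducible IκBα–green luciferase fusion and unfused red luciferase, in 0.5% FBS medium; compounds up to 46 uM, 4 h at 37C. Green/red luminescence ratio, filter-overlap corrected, fitted to concentration-response curves.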
* marks the source's active call; other numbers are inactive results. Unless noted, calls come from the whole dose curve; as a rule, active = well fitted curve in the direction sought with a large enough effect; inconclusive = small, poorly fitted or top-dose-only effect, or another doubt; inactive = no such curve, though single readings can be large; an effect the other way counts as inactive or inconclusive. Unless noted, % is set by controls: 0 for no effect and ±100 for the full control effect.

Screening CC1(C2CC(C(F)(F)F)n3nc(C(=O)O)cc3N2)CC1 (configuration not stated) returned Coupling enz 6, uPA surface inh 0%, B2AR arrestin 0.1%, PKM2 activator 3%, hERG WT inh -1, GALK inh 0%, Eya2 phos inh -13%, USP2a block 0%, Giardia killer 11, KCNH2 3.1 block -19 and Chronic BCR inh -8%.
N#Cc1c(NC(=O)COC(=O)c2ccc(F)cc2)sc2c1CCC2 was read as Coupling enz 2, uPA surface inh 6%, B2AR arrestin -0.8%, PKM2 activator -4%, hERG WT inh -14, GALK inh 0%, Eya2 phos inh 7%, USP2a block -5%, Giardia killer -7, KCNH2 3.1 block 6 and Chronic BCR inh -4%.
Screening Nc1nonc1NC(=O)NN=C1CCCCC1 returned Coupling enz 4, uPA surface inh 9%, B2AR arrestin 0.0%, PKM2 activator -1%, hERG WT inh 2, GALK inh 1%, Eya2 phos inh 3%, USP2a block 1%, Giardia killer 1, KCNH2 3.1 block 8 and Chronic BCR inh 3%.
Screening N#CCN1CCN(CCC(=O)Nc2ccc(OCc3ccccc3)cc2)CC1 returned Coupling enz -1, uPA surface inh 2%, B2AR arrestin 0.0%, PKM2 activator 5%, hERG WT inh 0, GALK inh -1%, Eya2 phos inh 16%, USP2a block 4%, Giardia killer -16, KCNH2 3.1 block -5 and Chronic BCR inh inconclusive.
For CCCNC(=O)OC[C@H]1O[C@H](CCO/N=C/c2ccc(C(=O)N3[C@H](c4ccc(C)cc4)[C@@H](C)CC[C@H]3C(=O)OC)cc2)C=C[C@@H]1Oc1ccc(OC)cc1 the results were Coupling enz -6, B2AR arrestin -0.5%, PKM2 activator -2%, Eya2 phos inh 2%, USP2a block 1% and Chronic BCR inh 0%.
`O=C(Nc1ccncc1)OCc1ccccc1` gave Coupling enz 0, uPA surface inh 0%, B2AR arrestin -0.6%, PKM2 activator 8%, hERG WT inh -2, GALK inh 2%, Eya2 phos inh 8%, USP2a block 3%, Giardia killer -29, KCNH2 3.1 block 9 and Chronic BCR inh 1%.
O=C(OCC(=O)c1cccs1)C1=COCCO1 was read as Coupling enz 3, uPA surface inh -6%, B2AR arrestin -0.4%, PKM2 activator -3%, hERG WT inh 2, GALK inh -1%, Eya2 phos inh 10%, USP2a block 0%, Giardia killer -22, KCNH2 3.1 block 7 and Chronic BCR inh inconclusive.
CCOCCCNC(=O)c1cc2c(s1)-c1ccccc1SC2 was read as Coupling enz 3, uPA surface inh -2%, B2AR arrestin -0.8%, hERG WT inh 0, Eya2 phos inh -3%, USP2a block 2%, Giardia killer -5, KCNH2 3.1 block 3 and Chronic BCR inh inconclusive.
Screening O=C(NC1CCCCC1)c1ccc2[nH]c(=O)c(=O)[nH]c2c1 returned Coupling enz 0, uPA surface inh 25%, B2AR arrestin -0.1%, PKM2 activator -2%, hERG WT inh 0, GALK inh 6%, Eya2 phos inh inconclusive, USP2a block 2%, Giardia killer -17, KCNH2 3.1 block 12 and Chronic BCR inh 1%.
For CC(C)n1c(O)c(/C=C2\C=NN=C2c2ccccc2)sc1=S the results were Coupling enz -1, uPA surface inh 6%, B2AR arrestin -0.5%, PKM2 activator 1%, hERG WT inh -4, GALK inh 0%, Eya2 phos inh inconclusive, USP2a block 1%, Giardia killer -2, KCNH2 3.1 block -9 and Chronic BCR inh 7%.
For Cc1ccc(C)c(-c2cc(C(=O)Nc3nccs3)c3ccccc3n2)c1 the results were B2AR arrestin -0.2%, PKM2 activator -3%, hERG WT inh -3, GALK inh 1%, Eya2 phos inh -20%, USP2a block 2%, Giardia killer 0, KCNH2 3.1 block -15 and Chronic BCR inh inconclusive.
For CCc1ccc(/C(C)=N/Nc2cc(Cl)nc(C)n2)cc1 the results were Coupling enz -4, B2AR arrestin -0.3%, PKM2 activator -9%, hERG WT inh 4, GALK inh 0%, Eya2 phos inh -4%, USP2a block 1%, Giardia killer -24, KCNH2 3.1 block 12 and Chronic BCR inh -8%.
Screening COc1ccc(/C(N)=N/OC(=O)Cc2ccccc2OC)cc1 returned Coupling enz 1, uPA surface inh 2%, B2AR arrestin -3.3%, PKM2 activator -7%, hERG WT inh -3, GALK inh 1%, Eya2 phos inh -13%, USP2a block 1%, Giardia killer 3, KCNH2 3.1 block -7 and Chronic BCR inh inconclusive.
`CNc1ccc(Br)cc(C(=O)/C=C/c2cccc(OC)c2OC)c1=O` gave Coupling enz -32*, uPA surface inh 4%, B2AR arrestin -0.5%, PKM2 activator inconclusive, hERG WT inh 3, GALK inh 0%, Eya2 phos inh 3%, USP2a block 1%, Giardia killer -4, KCNH2 3.1 block -3 and Chronic BCR inh inconclusive.
O=C(CCN=C1NS(=O)(=O)c2ccccc21)OCC(=O)c1ccc(F)c(F)c1 was read as uPA surface inh -2%, B2AR arrestin 0.1%, hERG WT inh -5, Eya2 phos inh -18%, USP2a block -9%, Giardia killer inconclusive, KCNH2 3.1 block 14 and Chronic BCR inh -14%.
`CCOC(=O)c1ccc(NC(=O)N2C3CCCC2CC(NC(C)=O)C3)cc1` (configuration not stated) gave Coupling enz 0, uPA surface inh inconclusive, B2AR arrestin 0.3%, PKM2 activator 3%, hERG WT inh -5, GALK inh 1%, Eya2 phos inh -2%, USP2a block 1%, Giardia killer 6, KCNH2 3.1 block 24 and Chronic BCR inh 0%.
N#Cc1c(-c2ccccc2)nc(N2CCOCC2)[nH]c1=O was read as Coupling enz 14, uPA surface inh -3%, B2AR arrestin -0.7%, PKM2 activator -1%, hERG WT inh 3, GALK inh -3%, Eya2 phos inh 0%, USP2a block 1%, Giardia killer 5, KCNH2 3.1 block 1 and Chronic BCR inh -8%.
For O=S(=O)(Nc1cccc(S(=O)(=O)N2CCOCC2)c1)c1ccc(Cl)s1 the results were Coupling enz 7, uPA surface inh 0%, B2AR arrestin -0.6%, PKM2 activator 0%, hERG WT inh 5, GALK inh -2%, Eya2 phos inh 18%, USP2a block 3%, Giardia killer -1, KCNH2 3.1 block -13 and Chronic BCR inh -9%.
Screening COC(=O)c1cc(=O)n(-c2ccccc2)c(=Nc2ccccc2)s1 returned Coupling enz 2, uPA surface inh 4.5µM*, B2AR arrestin 0.5%, PKM2 activator 3%, hERG WT inh 5, Eya2 phos inh -9%, USP2a block 3%, Giardia killer -29, KCNH2 3.1 block -2 and Chronic BCR inh inconclusive.
For O=C(/C=C/c1ccc(Cl)cc1)Nc1ccc(S(=O)(=O)Nc2ncccn2)cc1 the results were Coupling enz 0, uPA surface inh inconclusive, B2AR arrestin 0.2%, PKM2 activator 5%, hERG WT inh -6, GALK inh -4%, Eya2 phos inh -2%, USP2a block 10%, Giardia killer -9, KCNH2 3.1 block 2 and Chronic BCR inh -1%.
`CCCc1nc(NC(C)=O)c(C#N)c(-c2ccco2)c1CC` gave Coupling enz -7, B2AR arrestin -0.1%, PKM2 activator 4%, hERG WT inh -11, GALK inh 2%, Eya2 phos inh 26%, USP2a block 5%, Giardia killer -14, KCNH2 3.1 block -18 and Chronic BCR inh inconclusive.
`CC(=O)Nc1ccc(S(=O)(=O)NCCC(=O)N2CCN(C(c3ccccc3)c3ccccc3)CC2)cc1` gave uPA surface inh -1%, B2AR arrestin -0.1%, hERG WT inh 8, Eya2 phos inh 18%, USP2a block 2%, Giardia killer -10, KCNH2 3.1 block 39 and Chronic BCR inh -12%.
Screening CCOc1ccc2c(c1)-c1c(ssc1=S)C(C)(C)N2C(=O)CSC1=NCCS1 returned Coupling enz 1, uPA surface inh 3%, B2AR arrestin -0.5%, PKM2 activator -3%, hERG WT inh -2, GALK inh 0%, Eya2 phos inh 0%, USP2a block -1%, Giardia killer -22, KCNH2 3.1 block 8 and Chronic BCR inh inconclusive.
Screening CC1C=Cc2ccccc2N1C(=O)c1ccccc1 (configuration not stated) returned Coupling enz -2, uPA surface inh 8%, B2AR arrestin -0.2%, PKM2 activator -4%, hERG WT inh -21, GALK inh 0%, Eya2 phos inh 14%, USP2a block -2%, Giardia killer -8, KCNH2 3.1 block 3 and Chronic BCR inh inconclusive.
For O=C(NCCC1=CCCCC1)c1ccc(Cl)c(S(=O)(=O)N2CCOCC2)c1 the results were Coupling enz -2, uPA surface inh -7%, B2AR arrestin 0.1%, PKM2 activator 27%, hERG WT inh -3, GALK inh -1%, Eya2 phos inh -6%, USP2a block 1%, Giardia killer -15, KCNH2 3.1 block 1 and Chronic BCR inh 3%.
O=C(c1cccs1)n1cc(C(=S)N2CCOCC2)c2ccccc21 was read as Coupling enz 4, uPA surface inh -5%, PKM2 activator 1%, hERG WT inh -2, GALK inh 0%, Giardia killer 4 and KCNH2 3.1 block -8.
